From PubChem
A549 tox = kills or reduces viability of A549 cells in Nrf2 counter-screen. 390,000 compounds, 0.16% hits. Potency, µM (highest dose often 46 µM), for inactives: top-dose activity change, negative = cytotoxicity, actives largely listed as inhibitors. A549 ARE-Fluc cells, CellTiter-Fluor viability, 18-24 h; note: potency is the fitted concentration of half-maximal effect; % is set by controls: 0 for no effect and ±100 for the full control effect
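Cytotoxicity counterscreen: CellTiter-Fluor fluorescence was measured in A549 ARE_Fluc cells after 18-24 h of compound exposure in a concentration series. The subsequent BugLite luminescent read reports ARE-luciferase activity.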
CCT chaperon mod = cytosolic chaperonin activity modulation. purified chaperonin ATPase assay, HTRF ADP detection, 30 min. activity change, % (concentration not given with the values), hits read low. 360,000 compounds, 0.3% hits. AID 651819; in the data active = activity change below about -30%; note: % is set by controls: 0 for no effect and ±100 for the full control effect
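Nucleotide hydrolysis assay: TRiC at 20–40 nM final (set by batch activity) with 10 uM ATP, 30 min at 37 °C, in presence of 76 uM compound. Detection by competitive ADP HTRF, 30 min ambient.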
Nrf2 block = Nrf2 pathway inhibition. A549 ARE-Fluc reporter, luciferase luminescence, 18-24 h. Potency, µM (series often up to 46 µM), without a hit: top-dose activity change, negative = inhibition, hits mostly inhibitors. 360,000 compounds, 2.1% hits; note: potency is the fitted concentration of half-maximal effect; % is set by controls: 0 for no effect and ±100 for the full control effect; nearly all actives have a fitted effect of over 60% in size
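Quantitative HTS in A549 cells stably bearing an antioxidant response element-firefly luciferase construct. Inhibition of Nrf2-driven transcription was scored by luminescence after 18-24 h of compound exposure at 37 °C.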
HepG2 tox = HepG2 cytotoxicity, counter-screen for TGF-b inhibitors. HepG2 CAGA-GFP viability, ATP luminescence, 18 h. Potency, µM (doses to about 46.1 µM), without a hit: at the highest dose activity change, negative = cytotoxicity, hits mostly cytotoxic. 410,000 compounds, 0.76% hits; note: potency is the fitted concentration of half-maximal effect; some results filed as inactive show a strong effect at the top dose
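CellTiter-Glo luminescence gave cytotoxicity after 18 hours at 37 degrees C. The cells were HepG2 CAGA-GFP in 1% FBS DMEM, stimulated with 500 pg/mL TGF-beta after compound addition. %Activity was normalised to no-cell wells (complete cell-killing) and DMSO (no toxicity), and curves were fitted and classified.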
TGFb inhibitor = inhibitors of TGF-b signaling; HepG2 CAGA-GFP TGF-b/SMAD3 reporter, GFP fluorescence, 18 h; TGF-beta stimulated, 500 pg/mL final; 410,000 compounds, 1.2% hits; Potency, µM (highest dose often 46.1 µM), for inactives: at the highest dose activity, negative = inhibition, actives largely listed as inhibitors; note: potency is the fitted concentration of half-maximal effect; % is set by controls: 0 for no effect and ±100 for the full control effect; nearly all actives have a fitted effect of over 65% in size
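Cell-based qHTS in HEPG2 carrying a CAGA-GFP Smad reporter; compounds added before 500 pg/mL final TGF-beta, 18 h incubation at 37 degrees C, GFP fluorescence quantified per cell by imaging cytometry.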
pAkt inh = inhibitors of Akt phosphorylation; AID 651550; 360,000 compounds, 0.32% hits; activity change, % for hits at 50 µM; Neuro2A IGF-stimulated pAkt S473 HTRF, 20 min; active compounds read low; in the data active = activity change below about -80%; inconclusive = mostly about -51% to -80%; note: % is set by controls: 0 for no effect and ±100 for the full control effect
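Single-point screen (50 µM final compound) in Neuro2A cells stimulated 20 min with 6 nM IGF at 37 deg C. After lysis, Ser473-phosphorylated Akt read by HTRF (ex 330 nm, em 615/665 nm) as the 665/615 ratio.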
Abeta yeast res = compounds reversing amyloid beta toxicity in yeast | yeast expressing A-beta42, growth rescue, OD600, 48 h; response scale: 0% DMSO, 100% iron-clioquinol control | Potency, µM (top dose mostly 46.1 µM), for inactives: at the top dose growth rescue, most hits filed as activators | 410,000 compounds, 0.063% hits | AID 1347071; note: potency is the fitted concentration of half-maximal effect; nearly all actives have a fitted effect of over 55% in size
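Yeast growth medium received pinned compounds, then yeast cells expressing toxic A-beta were added; plates incubated at 30 C for 48 hr. Growth read as absorbance at 600 nm, normalized to DMSO and equimolar FeCl3 plus clioquinol controls.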
MmCpn inh = inhibitors of Methanococcus maripaludis chaperonin (MmCpn); AID 504842; Potency, µM (highest dose often 76.9 µM), for inactives: at the top dose activity, negative = inhibition, most hits filed as inhibitors; purified Mm-Cpn ATPase, ADP Transcreener TR-FRET; 330,000 compounds, 0.031% hits; note: potency is the fitted concentration of half-maximal effect; % is set by controls: 0 for no effect and ±100 for the full control effect; nearly all actives have a fitted effect of over 80% in size
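Measured: ADP formation by purified Mm-CPN. Conditions: 25 nM protein, 10 uM ATP, Tris pH 7.4 with Mg2+, K+ and DTT, 37°C for 30 min. Detection: Transcreener HTRF after 30 min at room temperature.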
Nrf2 ARE act = activates Nrf2 signaling; AREc32 ARE-luciferase reporter (MCF7-derived line), luminescence, 24 h; Potency, µM (top dose mostly 46.1 µM), inactives show at the highest dose activation, hits mostly activators; 410,000 compounds, 0.31% hits; AID 624171; note: potency is the fitted concentration of half-maximal effect; % of control where 0% means no effect; nearly all actives have a fitted effect of over 65% in size
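Cells of the AREc32 ARE-luciferase line are plated in OPTI-MEM containing 5% FBS and left overnight at 37 deg C. Compounds are pinned in, incubation continues 24 hr, and firefly luciferase signal is then measured.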
* marks the source's active call; other numbers are inactive results; i = inactive; ? = inconclusive; / = no result given; & = joins results of further samples; [ ] = remark or other dose. Unless noted, calls come from the whole dose curve; as a rule, active = well fitted curve in the direction sought with a large enough effect; inconclusive = small, poorly fitted or top-dose-only effect, or another doubt; inactive = no such curve, though single readings can be large; an effect the other way counts as inactive or inconclusive.

SMILES	A549 tox	CCT chaperon mod	Nrf2 block	HepG2 tox	TGFb inhibitor	pAkt inh	Abeta yeast res	MmCpn inh	Nrf2 ARE act
COc1ccc(NC(=O)c2ccccc2NC(=O)c2ccco2)c(OC)c1	-11%	-0.3	0%	-9%	-6%	/	-2%	-1%	-0.6%
O=C(O)C1CC=CCC1C(=O)NC12CC3CC(CC(C3)C1)C2 (stereo unspecified)	-4%	-0.9	-20%	-1%	-3%	i	20%	-1%	-0.8%
O=C(Cn1nc(C(=O)O)c2ccccc2c1=O)Nc1cc(S(=O)(=O)N2CCOCC2)ccc1Cl	-1%	0.4	0%	7%	5%	i	-1%	-2%	0.0%
CCOc1ccc(C(=O)NC(=S)Nc2ccc(NC(=O)c3ccco3)cc2)cc1[N+](=O)[O-]	-4%	1.3	9%	3%	-4%	i	-4%	2%	-0.4%
O=C(NCc1ccco1)/C(=C/c1ccc(Cl)cc1)NC(=O)c1ccco1	-9%	-1.5	-4%	8%	0%	i	7%	-4%	-0.1%
Cc1ccc(-n2ncc3c(NCc4ccco4)ncnc32)cc1C	-4%	-3.0	?	8%	3%	i	-24%	2%	2.6%
O=C(Cc1ccccc1Cl)N/N=C/c1cccnc1	11%	-3.1	-10%	-7%	-13%	i	-1%	-4%	-0.3%
CC(C)c1ccc(NC(=O)C2CCN(S(=O)(=O)c3cccc4nsnc34)CC2)cc1	7%	/	2%	-4%	24%	/	-12%	/	-0.6%
Cc1ccc(S(=O)(=O)CCNC(=O)Cc2ccc(Cl)cc2)cc1	-2%	-2.7	15%	0%	4%	i	-9%	-1%	-0.2%
CN1C(=O)c2cccc(N(C)C)c2C1=O	3%	-1.0	?	1%	-9%	/	1%	-11%	-0.7%
CCOC(=O)c1cccc(NC(=O)CSc2nc3cc4ccccc4cc3[nH]2)c1	-3%	/	9%	-50%	?	/	-5%	/	5.9%
COc1cccc(-c2ccc(NC(=O)C3CCCN(CCCn4nc(C)cc4C)C3)cc2)c1 (stereo unspecified)	5%	0.1	4%	-86%	?	i	7%	-3%	6.7%
O=C(O)CSc1ncnc2scc(-c3ccc(Br)cc3)c12	3%	0.7	-1%	-16%	2%	i	14%	-17%	-0.3%
COc1cc(S(=O)(=O)Nc2c(C)cc(C)cc2C)ccc1Cl	-10%	0.3	-8%	-20%	0%	i	27%	2%	-0.6%
Cc1ccc2cccc(OCc3ccccc3)c2n1	2%	-1.3	-12%	1%	14%	i	-11%	1%	4.1%
CCCn1c(C)cc(/C=C(\C#N)C(=O)O)c1C	1%	-2.1	3%	-11%	-2%	i	-11%	1%	-0.3%
CC(=O)Oc1cc2cccc(OC(C)=O)c(=O)c2c(OC(C)=O)c1OC(C)=O	?	-1.5	-25%	-14%	?	i	-14%	-17%	-0.7%
O=S(=O)(c1ccccc1)N1CCN(c2nc(-c3cccs3)nc3ccccc23)CC1	11%	/	?	-26%	-2%	/	/	1%	/
O=C(Cn1cc2c(n1)CCCC2)NCCCN1CCN(C2CCCCC2)CC1	-7%	-0.6	9%	-20%	-2%	i	-7%	0%	-0.6%
Cn1c(OCc2cccnc2)nc2c1c(=O)n(Cc1ccc(Br)cc1)c(=O)n2C	9%	-0.2	?	-19%	-4%	i	-8%	-10%	0.2%
N/C(=N\OC(=O)CCC1CCCC1)c1ccc([N+](=O)[O-])cc1	2%	-0.5	-2%	-7%	-4%	i	20%	-4%	2.9%
CC(=O)N1CCC2(CC1)CC(=O)c1cc(Cl)ccc1O2	0%	-1.3	-16%	-19%	-18%	i	-3%	/	0.2%
COc1cccc(CC(NC(C)=O)C(=O)NC2CCN(S(=O)(=O)c3ccc(NC(C)=O)cc3)CC2)c1OC (stereo unspecified)	-23%	0.4	-17%	-4%	28%	i	-1%	-1%	-0.6%
Cc1c(Cl)cccc1NC(=O)c1cc(-c2cccc(Cl)c2)on1	-3%	/	-1%	-1%	12%	/	-11%	/	0.4%
COCCCNC(=O)c1ccc(S(=O)(=O)c2ccc(Cl)cc2)c(NC(C)=O)c1	3%	0.3	5%	-2%	5%	i	-5%	2%	-0.4%
CSc1cc(C)n(-c2ccccc2)c(=S)c1C(C)=O	1%	-1.4	/	3%	17%	i	14%[9.22 µM]	0%	-0.5%
CN(CCC#N)C(=O)COC(=O)c1ccc(CNS(=O)(=O)c2ccc(F)c(Cl)c2)cc1	-5%	-1.3	-5%	10%	14%	i	13%	0%	-0.6%
CCc1ccc(CNC(=O)CN2C(=O)CSc3ccc(S(=O)(=O)N4CCOCC4)cc32)cc1	3%	/	/	-20%	-14%	/	-13%	/	3.9%
FC(F)Sc1nc2ccccc2[nH]1	3%	0.9	4%	-10%	-6%	i	?	0%	-0.4%
COc1ccc(C2CCCN2C(=S)Nc2ccccc2C)cc1OC (stereo unspecified)	-5%	0.5	-4%	-43%	-39%	i	-15%	2%	-0.5%
COCCOC(=O)Cn1nnc2sc(-c3ccccc3)cc2c1=O	-8%	/	18%	-1%	0%	/	3%	/	18%
Cc1ccc(C)c(N2CCN(C(=O)CCS(=O)(=O)c3cc4c(cc3Cl)NC(=O)CO4)CC2)c1	14%	/	-6%	-20%	-18%	/	1%	/	0.2%
CCc1ccc(NC(=S)N(Cc2ccccc2)Cc2ccccn2)cc1	1%	2.1	?	-25%	?	i	13µM*	-1%	2.3%
COc1cccc(/C=C/C(=O)OCC(=O)NC2CC2)c1	7%	-0.6	1%	-4%	0%	i	2%	1%	2.4%
COc1ccccc1CNC(=O)c1cc2c(s1)-c1ccc(Cl)cc1SC2	8%	/	27%	-21%	8%	/	-4%	/	-0.1%
CCn1cc(C(C)NC(=O)COc2ccc(Cl)cc2C)c(C)n1 (stereo unspecified)	-1%	-2.0	?	-10%	0%	i	4%	2%	-1.0%
CCCN(C(=O)COC(=O)CCOc1ccccc1C)c1c(N)n(Cc2ccccc2)c(=O)[nH]c1=O	1%	-2.1	1%	3%	3%	i	5%	-1%	-0.4%
CCCn1c(=O)c(/C(N)=N/O)nn(-c2cccc(C(F)(F)F)c2)c1=O	-3%	-2.3	-16%	3%	4%	i	-2%	-3%	-0.2%
Cc1onc(-c2c(Cl)cccc2Cl)c1C(=O)N1CCN(c2ccccc2)CC1	20%	0.7	12%	-5%	4%	i	4%	1%	-0.9%
COC(=O)c1sccc1NC(=O)Nc1ccc(C(C)=O)cc1	-6%	0.8	-8%	-3%	0%	i	-14%	1%	6.1%
O=C(NCc1cccs1)c1csc([C@@H]2O[C@H](CO)[C@H](O)[C@H](O)[C@H]2O)n1	/	0.7	/	8%	13%	i	3%	/	-0.3%
COc1ccc(CNC(=O)c2sccc2C)cc1	-9%	-0.4	-15%	3%	29%	i	1%	-1%	0.3%
Cc1ccccc1C(=O)NN(C)c1nc2ccccc2nc1C(F)(F)F	6%	-5.8	-28%	0%	13%	i	29%	-1%	-0.5%
Cc1noc(C)c1-c1ccc2ncnc(NC(C)c3ccco3)c2c1 (stereo unspecified)	13%&2%	/	?	-29%	-22%	/	-10%	1%	?

Twelve compounds out of the list, sorted by molar mass, descending:
SMILES	A549 tox	CCT chaperon mod	Nrf2 block	HepG2 tox	TGFb inhibitor	pAkt inh	Abeta yeast res	MmCpn inh	Nrf2 ARE act
CCCN(C(=O)COC(=O)CCOc1ccccc1C)c1c(N)n(Cc2ccccc2)c(=O)[nH]c1=O	1%	-2.1	1%	3%	3%	i	5%	-1%	-0.4%
Cc1ccc(C)c(N2CCN(C(=O)CCS(=O)(=O)c3cc4c(cc3Cl)NC(=O)CO4)CC2)c1	14%	/	-6%	-20%	-18%	/	1%	/	0.2%
COc1ccccc1CNC(=O)c1cc2c(s1)-c1ccc(Cl)cc1SC2	8%	/	27%	-21%	8%	/	-4%	/	-0.1%
O=C(NCc1cccs1)c1csc([C@@H]2O[C@H](CO)[C@H](O)[C@H](O)[C@H]2O)n1	/	0.7	/	8%	13%	i	3%	/	-0.3%
CCc1ccc(NC(=S)N(Cc2ccccc2)Cc2ccccn2)cc1	1%	2.1	?	-25%	?	i	13µM*	-1%	2.3%
CCCn1c(=O)c(/C(N)=N/O)nn(-c2cccc(C(F)(F)F)c2)c1=O	-3%	-2.3	-16%	3%	4%	i	-2%	-3%	-0.2%
COc1ccc(C2CCCN2C(=S)Nc2ccccc2C)cc1OC (stereo unspecified)	-5%	0.5	-4%	-43%	-39%	i	-15%	2%	-0.5%
COCCOC(=O)Cn1nnc2sc(-c3ccccc3)cc2c1=O	-8%	/	18%	-1%	0%	/	3%	/	18%
CCn1cc(C(C)NC(=O)COc2ccc(Cl)cc2C)c(C)n1 (stereo unspecified)	-1%	-2.0	?	-10%	0%	i	4%	2%	-1.0%
Cc1noc(C)c1-c1ccc2ncnc(NC(C)c3ccco3)c2c1 (stereo unspecified)	13%&2%	/	?	-29%	-22%	/	-10%	1%	?
COC(=O)c1sccc1NC(=O)Nc1ccc(C(C)=O)cc1	-6%	0.8	-8%	-3%	0%	i	-14%	1%	6.1%
COc1ccc(CNC(=O)c2sccc2C)cc1	-9%	-0.4	-15%	3%	29%	i	1%	-1%	0.3%
